NOD1 NF-kB reporter: NOD1 signaling inhibitors, primary screen, cell-based, luminescence, uHTS (AID 1578); one-dose inhibition, % at 4 µM; EC50 in µM for titrated hits; NOD1-driven NF-kB luciferase reporter cells, luminescence; higher % means a stronger effect; 1% of 290,000 active; in the data active = inhibition mostly above about 36%, no sharp cut-off; inactive = mostly below about 34%;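 note: HEK-293T reporter cells stimulated with the NOD1 agonist gamma-tri-DAP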
KOR beta-arrestin-1: KOR agonists, beta-arrestin recruitment, primary screen, cell-based, luminescence, uHTS (AID 1777); Kappa-type opioid receptor (Homo sapiens); 0.02% of 280,000 active; activation, % at 10 µM, or EC50 in µM where a hit was titrated; KOR beta-arrestin recruitment, luminescence; higher % means a stronger effect; in the data active = activation above about 50%, passing the limit was not always enough; note: a part of the inactive calls stands beside numbers as strong as those of hits
GPR55 antagonists: GPR55 antagonists blocking LPI-driven arrestin recruitment, primary screen, imaging, U2OS, beta-arrestin-GFP, LPI agonist (AID 2013). inhibition, % at 10 µM, or IC50 in µM where a hit was titrated. 0.13% of 290,000 active. U2OS GPR55 beta-arrestin-GFP translocation imaging, LPI antagonism; higher % means a stronger effect. G-protein coupled receptor 55 (Homo sapiens);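 active = spots per cell inhibited over 60%, with over 100 cells counted and total cytoplasm intensity under 500,000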;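 note: U2OS cells stably carrying GPR55 and arrestin-GFP stimulated by 5 µM LPI near EC80; imaged beta-arrestin-GFP aggregate spots per cell after agonist stimulation; plate controls were LPI-stimulated DMSO wells for no effect and DMSO wells without LPI for full effect; some results filed as inactive read as strong as hits; confirmed hits need IC50 under 10 µM and bright autofluorescent wells are also inconclusive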
Myeloid diff MLP: induction of myeloid progenitor differentiation, primary screen, cell-based, flow cytometry, MLPCN library. ER-HoxA9 myeloid progenitors, lysozyme-GFP differentiation. calls only at 10 µM. 1% of 360,000 active. AID 624256, 2012;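 active = normalized GFP-positive differentiation at or above the plate's own cutoff, the solvent-only control mean plus 3 SD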;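 note: cells exposed to compound for four days before flow analysis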
T cell HTS: modulators of CD8 T cell-vesicle binding, primary screen, mouse 2C CD8+ T cells, flow cytometry. 2C CD8+ T cell-vesicle binding; stronger effect = lower value. calls only at 7 µM. 0.068% of 330,000 active. AID 2052, 2009;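 active = response, share of CD8 T cells binding vesicles, and their 90th percentile fluorescence all below set limits, cut at about 80% in these data, passing the limit was not always enough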
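Material: 2C TCR transgenic mouse naive CD8+ T cells, MACS-purified. Also added: QL9-charged Drosophila Ld/ICAM-1/B7-1 vesicles. Timing: binding 1.5 h at 37 °C. Measured by: high-throughput flow cytometry with anti-B7-1 and anti-CD8 staining. Read-out: percent CD8+ FL2 mean versus row control. Controls: Unloaded micro-vesicles (low), QL9 vesicles with 0.7% DMSO (high).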
NTR1 agonist: agonists of NTR1, primary screen, imaging, U2OS cells, beta-arrestin-GFP, high content (AID 493036); Neurotensin receptor type 1 (Homo sapiens), P30989; NTR1-U2OS beta-arrestin-GFP spot imaging, agonist mode; activation, % at 20 µM; 0.17% of 330,000 active;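 active = activation at or above 40% of the spot to cytoplasm intensity ratio, with at least 20 cells analyzed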;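 note: 0% = DMSO without peptide and 100% = 100 nM NTR1 peptide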
Target sequence (P30989 whole entry, looked up): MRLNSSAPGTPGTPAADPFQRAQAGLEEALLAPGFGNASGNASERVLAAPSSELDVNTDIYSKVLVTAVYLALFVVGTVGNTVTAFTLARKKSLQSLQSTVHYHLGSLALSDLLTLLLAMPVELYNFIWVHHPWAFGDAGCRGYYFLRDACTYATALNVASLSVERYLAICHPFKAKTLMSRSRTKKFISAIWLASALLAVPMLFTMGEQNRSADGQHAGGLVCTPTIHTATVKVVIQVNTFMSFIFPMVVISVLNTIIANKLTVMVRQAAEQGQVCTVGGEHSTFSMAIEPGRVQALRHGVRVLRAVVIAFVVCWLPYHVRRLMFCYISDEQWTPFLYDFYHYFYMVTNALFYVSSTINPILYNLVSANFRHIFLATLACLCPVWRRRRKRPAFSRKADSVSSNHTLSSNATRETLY
GPR55 activation: GPR55 agonists via beta-arrestin recruitment, primary screen, imaging, U2OS cells, beta-arrestin-GFP redistribution (AID 1961) | activation, % at 10 µM; hits with a dose series show EC50 in µM | U2OS GPR55 beta-arrestin-GFP redistribution imaging; higher % means a stronger effect | 0.048% of 290,000 active;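 active = activation above 40% with more than 50 cells counted in the well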;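 note: U2OS osteosarcoma cells stably expressing GPR55 and beta-arrestin-GFP; plate controls were DMSO negative control for no effect and LPI positive control for full effect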
NOD2 inhibition: NOD2 signaling inhibitors, cell-based, luminescence, uHTS, HEK293 (AID 1566). HEK293 NOD2/NF-kB luciferase reporter, luminescence; higher % means a stronger effect. one-dose inhibition, % at 4 µM; EC50 in µM for titrated hits. 0.63% of 290,000 active; note: many of its hits are not listed in these tables
KOR beta-arrestin-2: KOR antagonists, beta-arrestin recruitment, cell-based, luminescence, uHTS (AID 1778); Kappa-type opioid receptor (Homo sapiens); KOR beta-arrestin recruitment, luminescence, antagonist mode; higher % means a stronger effect; one-dose inhibition, % at 10 µM; IC50 in µM for titrated hits; 0.091% of 290,000 active; note: strong numbers were not always called active
T cell HTS vesicle-bound %: recorded beside T cell HTS, whose call it bears; double positive events, %; measured here: CD8+ vesicle-bound cell fraction;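 binding gate set so that unloaded-vesicle control wells show 10% double positive cells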
NTR1 agonist cell count 20 µM: further read-out of NTR1 agonist, marked with its call; cell count; measured here: cell count, cytotoxicity flag
Myeloid diff MLP GFP+ MAC1+ %: further read-out of Myeloid diff MLP, marked with its call; GFP+ MAC1+ double positive, %; measured here: differentiation confirmed by MAC1 staining
* = called active by the depositor; i = inactive; . = no result given; [ ] = another dose, or the depositor's remark. Cut-off read from the data, not from the text of the source, unless noted: active = inhibition above about 50%; inactive = the rest. Not all compounds are listed, so the mix of outcomes need not match the whole.

SMILES | NOD1 NF-kB reporter | KOR beta-arrestin-1 | GPR55 antagonists | Myeloid diff MLP | Myeloid diff MLP GFP+ MAC1+ % | T cell HTS | T cell HTS vesicle-bound % | NTR1 agonist | NTR1 agonist cell count 20 µM | GPR55 activation | NOD2 inhibition | KOR beta-arrestin-2
Cc1ccc(Cl)cc1NC(=O)Cn1cc2c(n1)CCCC2 | -14% | -1.1% | -6% | i | 2.1 | i | 41 | -4.2 | 51 | -0.1% | 8% | 9%
COc1ccccc1C(=O)NNC(=O)C(=O)Nc1cccc(Cl)c1C | 36% | 5.2% | -3% | i | 1.1 | i | 52 | -0.3 | 44 | 0.0% | 12% | -17%
C=CCOc1c(Br)cc(/C=C(\C#N)C(N)=O)cc1OC | -17% | 2.3% | 12% | i | 0.2 | i | 37 | 14 | 53 | -0.1% | -20% | -13%
Cc1ccc(S(=O)(=O)N2CCN(C(=O)CN3CCOCC3)C2C(C)C)cc1 (configuration not stated) | . | 3.6% | 6% | i | 0.6 | i | 41 | 2.1 | 84 | -0.1% | -6% | 22%
CC(C)(C)n1ncc2c(=O)n(CC(=O)NCc3ccco3)cnc21 | 21% | 12% | -11% | i | 1.3 | i | 13 | -0.4 | 36 | -0.3% | 22% | -41%
Cc1cc(=O)n2[nH]c(-c3ccc(Cl)cc3)cc2n1 | -2% | -2.4% | -5% | i | 0.8 | i | 32 | 1.6 | 52 | -0.2% | -34% | -16%
O=C(NCc1cccnc1)Nc1cccc(NC(=O)NCc2cccnc2)c1F | -8% | -3.0% | 3% | i | 1.2 | i | 9 | 0.2 | 66 | -0.1% | 1% | 9%
Cc1cc(C(=O)NNC(=O)c2ccc(Cl)cc2)no1 | -3% | 1.4% | -2% | i | 0.5 | i | 47 | 0.0 | 43 | -0.2% | 1% | 26%
Cc1ccc(-n2c(=O)[nH]c3c(C(N)=O)nc(-c4ccc(C)o4)nc32)cc1 | -12% | -5.1% | 13% | i | 0.9 | i | 23 | 6.5 | 47 | 0.0% | -11% | 18%
C#CCSc1nnnn1-c1cccc(Cl)c1 | -7% | 1.6% | -2% | i | 0.6 | i | 18 | -0.3 | 46 | 0.2% | 2% | 19%
CC(=O)c1cccc(Nc2cc(C)nc3ccc(C)cc23)c1 | -5% | 3.0% | 15% | i | 0.8 | i | 49 | 2.1 | 52 | -0.1% | -12% | .
CCOC(=O)C1CCCN(Cc2nc(N)nc(Nc3ccc(Cl)cc3)n2)C1 (configuration not stated) | 12% | 3.8% | 9% | i | 1.4 | i | 30 | 5.1 | 48 | 0.2% | 14% | -3%
Cc1[nH]c2ccc3ccccc3c2c(=O)c1C/C=C/Cl | 10% | -3.4% | -8% | i | 0.4 | i | 68 | 1.4 | 67 | 0.2% | 24% | -29%[20 µM]
O=S(=O)(c1ccccc1)N1CCN(C2CCN(Cc3ccccc3)CC2)CC1 | 4% | 17% | 1% | i | 0.9 | i | 22 | 2.4 | 63 | -0.2% | -3% | 4%
Cc1cccc(-n2nnnc2SCc2csc(-c3ccccc3)n2)c1 | -9% | -5.5% | 15% | i | 0.0 | i | 22 | -0.2 | 52 | -0.5% | 13% | 15%
Cc1ccc(CNC(=O)CC2Nc3c4ccccc4nc(=S)n3C2=O)cc1 (configuration not stated) | 2% | -4.8% | 0% | . | . | i | 49 | -1.4 | 63 | -0.3% | -10% | 5%
COc1cc(NC(=O)Cn2c(-c3cncs3)nc3ccccc32)cc(OC)c1OC | 0% | . | 8% | i | 2.6 | i | 10 | 0.6 | 82 | -0.1% | 14% | .
O=C(CSc1ncnc2c1oc1ccccc12)Nc1cccc(F)c1 | -5% | 3.6% | -4% | i | 1.1 | i | 47 | 0.7 | 86 | -1.0% | 27% | 33%
CC(C)NS(=O)(=O)c1ccc(OCC(=O)NCC2CCCO2)c(Cl)c1 (configuration not stated) | -4% | -2.0% | 4% | i | 4.7 | i | 16 | 0.4 | 74 | 0.5% | 0% | -21%
O=C(c1ccccc1)N1N=C(c2ccccc2)CC1c1ccccc1 (configuration not stated) | -10% | 4.9% | -3% | i | 0.5 | i | 33 | 3.1 | 84 | 0.3% | -14% | -9%
COc1ccccc1NC(=O)CSc1nc2n[nH]c(C)c2c(=N)n1-c1ccccc1Cl | 15% | 8.4% | -11% | i | 0.5 | i | 56 | 33 | 75 | -0.3% | 5% | 5%
NS(=O)(=O)c1cccc(NC(=S)NCc2ccc3c(c2)OCO3)c1 | -52% | -0.1% | -7% | i | 0.1 | i | 9 | -1.0 | 42 | -0.1% | 9% | -12%
COc1cc(/C=c2\s/c(=C\C(=O)C(C)(C)C)[nH]c2=O)cc(OC)c1OC | -28% | -0.5% | 0% | i | 0.3 | i | 11 | 3.4 | 25 | 0.3% | -14% | -32%
CC1(C)CC(=O)C2=C(C1)NC(Nc1nc3ccccc3o1)=NC21CCCC1 | -30% | 18% | 13% | i | 3.9 | i | 52 | 1.2 | 56 | -0.1% | -6% | -4%
O=C(Nn1cnc2ccccc2c1=O)c1ccccc1F | -2% | -3.3% | 7% | i | 0.8 | i | 13 | -1.7 | 78 | 0.0% | 14% | -4%

(continued)
SMILES | NOD1 NF-kB reporter | KOR beta-arrestin-1 | GPR55 antagonists | Myeloid diff MLP | Myeloid diff MLP GFP+ MAC1+ % | T cell HTS | T cell HTS vesicle-bound % | NTR1 agonist | NTR1 agonist cell count 20 µM | GPR55 activation | NOD2 inhibition | KOR beta-arrestin-2
COc1cc2c(cc1OC)C(C)N(C(=O)CCN1C(=O)C3C4C=CC(C4)C3C1=O)CC2 (configuration not stated) | -6% | -0.5% | -1% | i | 1.3 | i | 58 | -0.2 | 67 | -0.1% | 7% | 1%
Cc1ccc(OCCCCn2cnc3ccccc32)cc1 | . | 29% | -11% | i | 0.0 | i | 6 | 7.7 | 34 | 0.3% | . | -33%
Cc1nc(Nc2ccccc2)c2oc3ccc(Cl)cc3c2n1 | -6% | -0.4% | 6% | i | 0.9 | i | 39 | 2.1 | 59 | 0.0% | -20% | 19%
Cc1cccc(NC(=S)N2CCN(S(=O)(=O)c3ccc(F)cc3)CC2)c1 | -21% | 3.3% | 10% | i | 0.7 | i | 11 | 0.5 | 52 | 0.4% | 6% | 2%
Cc1ccnc(NC(=O)c2cccc(NC(=O)COc3ccccc3)c2)c1 | -2% | -1.9% | 18% | i | 3.0 | i | 7 | -0.5 | 45 | -0.1% | -4% | 21%
Clc1ccccc1-c1nc2ccccc2c2nncn12 | -12% | -2.6% | -6% | i | 0.6 | i | 49 | -1.3 | 69 | 0.2% | 12% | -14%
CCCCn1nnnc1NCc1cccnc1 | -15% | 1.6% | -6% | i | 0.7 | i | 40 | -0.8 | 82 | 0.3% | 5% | -31%
CCn1c(=S)ccc2ccc(OC)cc21 | -9% | 0.1% | 0% | i | 0.4 | i | 2 | 0.7 | 42 | -0.1% | -3% | 16%
CCn1c(SCC(=O)Nc2ccc(N3CCOCC3)c(Cl)c2)nnc1-c1ccc(N)cc1 | -12% | -9.9% | -17% | i | 1.7 | i | 18 | 0.9 | 79 | 0.0% | 5% | 15%
Cc1cc(NC(=O)c2ccccc2)sc1C | -37% | 3.6% | -2% | i | 0.6 | i | 51 | -0.5 | 79 | -0.2% | -120% | -29%
Cc1cccc(N2CCN(C(=O)CCN3C(=S)NC(C)(C)CC3C)CC2)c1C (configuration not stated) | -10% | 0.3% | -10% | i | 1.3 | i | 2 | 0.5 | 64 | -0.2% | 13% | 3%
CS(=O)(=O)N1CCC(C(=O)Nc2ccc(Cl)c(Cl)c2)CC1 | 14% | -1.0% | 10% | i | 0.4 | i | 40 | -1.2 | 24 | 0.2% | 9% | -7%
O=C(COC(=O)C1(c2ccccc2F)CCCC1)N1CCc2ccccc21 | -24% | 9.7% | 5% | i | 1.0 | i | 9 | 0.1 | 44 | 0.1% | 10% | -8%
O=C(C1=C[C@H](C2CC2)C[C@H](OCCCCO)O1)N1CCOCC1 | -22% | -3.4% | -1% | i | 3.5 | i | 54 | -0.4 | 55 | 0.1% | -28% | -13%
Cc1cc(C)cc(OC(=O)N2CCOCC2)c1 | -30% | -0.6% | 3% | i | 0.9 | i | 8 | -1.6 | 50 | 0.3% | -13% | 19%
COc1ccc(NC(=O)CCCC(=O)c2ccccc2)c(OC)c1 | -7% | -4.8% | 12% | i | 0.4 | i | 55 | -0.1 | 92 | -0.2% | 5% | 8%
CC(=O)NS(=O)(=O)c1ccc(NC(=S)NC(=O)CC(C)C)cc1 | -18% | . | 7% | i | 0.6 | i | 40 | 1.9 | 32 | 0.6% | 14% | -16%[20 µM]
O=C1/C(=C/c2cccs2)NC(=S)N1C1CC1 | -6% | -3.3% | 4% | i | 0.6 | i | 4 | 2.2 | 26 | -0.1% | 2% | 8%
Cc1cc(C)c(NC(=S)N(C)C)c(C)c1 | -5% | 7.5% | 3% | i | 1.5 | i | 33 | -1.1 | 53 | -0.3% | 14% | 10%
COc1ccccc1-c1cc(C(F)(F)F)nc(S(=O)(=O)CCCC(=O)NCc2ccc(F)cc2)n1 | 21% | -0.4% | 2% | . | . | i | 43 | 21 | 62 | -0.1% | 1% | -11%
Cc1cc(C(=O)NCc2ccc(S(N)(=O)=O)cc2)ccc1[N+](=O)[O-] | -10% | 2.8% | 8% | i | 0.2 | i | 14 | 1.7 | 47 | 0.2% | 11% | 11%
CCOC(=O)CCCSc1nc(-c2ccc3c(c2)OCO3)cc(C(F)(F)F)c1C#N | -32% | 2.3% | 8% | i | 0.5 | i | 15 | 3.5 | 38 | -0.6% | 4% | -15%
COc1ccc(OC)c(-c2cc(C(=O)NCc3cccs3)no2)c1 | -16% | -0.7% | -2% | i | 6.5 | i | 53 | 5.8 | 77 | -0.1% | 29% | 50%

Bioassay records: PubChem BioAssay, several laboratories
